APE1 inh: qHTS Assay for Inhibitors of the Human Apurinic/apyrimidinic Endonuclease 1 (APE1). recombinant APE1, TAMRA/BHQ-2 abasic DNA cleavage fluorescence. Potency, µM (titrated, usually from 65.8 µM), for the others: at the highest dose activity change, negative = inhibition, actives largely listed as inhibitors. actives 0.35% (n = 350,000). AID 2517, 2012;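 also: potency is read from the fitted curve at half-maximal effect; plate controls were vehicle for no effect and reference inhibitor for full effect; nearly all actives have a fitted effect of over 55% in size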
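Readout is kinetic fluorescence (ex 525, em 598 nm) from cleavage of 50 nM TAMRA/BHQ-2 THF abasic duplex by 0.75 nM APE1, compound added 15 min beforehand at RT.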
Pol kappa inh: qHTS for Inhibitors of Polymerase Kappa | DNA polymerase kappa (Homo sapiens), Q9UBT6 | purified Pol kappa, fluorescent DNA synthesis assay, 10 min | Potency, µM (top dose mostly 107 µM), for inactives: at the highest dose activity, negative = inhibition, hits mostly inhibitors | actives 0.53% (n = 400,000); also: potency is read from the fitted curve at half-maximal effect; % is scaled to controls: 0 for no effect and ±100 for the full control effect
Target sequence (Q9UBT6 whole entry, looked up): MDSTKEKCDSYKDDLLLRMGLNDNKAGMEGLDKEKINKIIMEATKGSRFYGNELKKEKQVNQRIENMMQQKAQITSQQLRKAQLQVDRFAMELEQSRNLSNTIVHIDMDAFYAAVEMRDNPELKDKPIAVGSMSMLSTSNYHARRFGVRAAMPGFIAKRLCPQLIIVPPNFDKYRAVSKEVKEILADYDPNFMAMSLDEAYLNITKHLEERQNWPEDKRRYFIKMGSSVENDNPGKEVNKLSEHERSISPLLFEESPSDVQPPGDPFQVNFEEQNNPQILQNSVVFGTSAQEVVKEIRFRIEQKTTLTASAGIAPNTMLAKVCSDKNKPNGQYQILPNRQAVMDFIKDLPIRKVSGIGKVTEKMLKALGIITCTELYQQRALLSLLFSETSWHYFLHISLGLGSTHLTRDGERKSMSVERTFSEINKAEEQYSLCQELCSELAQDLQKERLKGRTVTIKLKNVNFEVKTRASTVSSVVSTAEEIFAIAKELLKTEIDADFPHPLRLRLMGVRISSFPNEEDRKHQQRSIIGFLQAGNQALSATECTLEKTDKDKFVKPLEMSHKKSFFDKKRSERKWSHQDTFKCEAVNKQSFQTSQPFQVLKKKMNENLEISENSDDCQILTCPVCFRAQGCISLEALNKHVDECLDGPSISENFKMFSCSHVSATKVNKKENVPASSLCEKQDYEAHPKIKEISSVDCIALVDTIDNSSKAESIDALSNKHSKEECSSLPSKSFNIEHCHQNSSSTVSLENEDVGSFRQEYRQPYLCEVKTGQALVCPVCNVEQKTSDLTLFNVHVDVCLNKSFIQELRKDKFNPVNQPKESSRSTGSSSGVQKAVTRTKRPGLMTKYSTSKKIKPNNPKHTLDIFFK
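10 nM Pol kappa was preincubated with compounds for 15 min at room temperature. Reaction started with 50 nM (final) substrate. Fluorescence read kinetically at 0 and 10 min.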
Pol beta inh: qHTS Assay for Inhibitors of DNA Polymerase Beta. actives 1.3% (n = 340,000). Pol beta primer extension/strand displacement, fluorescence kinetic. Potency, µM (series often up to 114 µM), for inactives: top-dose activity change, negative = inhibition, usual class: inhibitors. P06746; also: potency is read from the fitted curve at half-maximal effect; % is scaled to controls: 0 for no effect and ±100 for the full control effect
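Preincubation: enzyme (10 nM) with compound, 15 min, RT. Reaction: substrate added to 50 nM final. Reads: 0 and 10 min. Analysis: normalized, Hill fit.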
TRHR ag: qHTS for Small Molecule Agonists and Allosteric Enhancers of Human TRH Receptor: Primary Screen for Agonists | TRHR cells, calcium flux fluo-8, FDSS agonist mode | Thyrotropin-releasing hormone receptor (Homo sapiens), P34981 | actives 0.18% (n = 360,000) | activation, % at 2 µM; in the data active = activation above about 30%; also: 0% is about no effect
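Read-out: compound-evoked intracellular calcium rise in TRHR cells, fluo-8 dye, kinetic FDSS fluorescence at 1 s/cycle following a 10-cycle baseline. Cells cultured overnight before dye loading (30 min–1.5 h, RT).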
POLI inh: qHTS for Inhibitors of Polymerase Iota; actives 1% (n = 390,000); Potency, µM (highest dose often 115 µM), for the others: at the top dose activity, negative = inhibition, most hits filed as inhibitors; DNA polymerase iota (Homo sapiens), Q9UNA4; Pol iota fluorescent replication assay, 10 min; also: potency is read from the fitted curve at half-maximal effect
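Fluorescent replication assay read twice, at 0 min and 10 min after adding 50 nM (final) substrate. Enzyme (10 nM) and compounds were first incubated 15 min at room temperature; enzyme-free buffer wells were negative controls.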
ERG Ets-DNA blk: qHTS for Small Molecule Inhibitors of the ERG Ets/DNA interaction. Transcriptional regulator ERG (Homo sapiens), P11308. fluorescence polarization, His-ERG Ets domain / labelled DNA. Potency, µM (doses to about 76.9 µM), for the others: top-dose FP activity, negative = inhibition, hits mostly inhibitors. actives 0.028% (n = 370,000); active = well fitted inhibition curve with a large enough effect in the polarisation, with a control signal flat; inconclusive = small, poorly fitted or top-dose-only effect, or effect the other way, or a change in a side signal; inactive = no such curve, though single readings can be large or run the other way; the % refers to the polarisation;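 also: polarization taken with two DNA probes labelled with fluorescein and Texas red; potency is read from the fitted curve at half-maximal effect; % of control where 0% means no effect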
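His-tagged ERG Ets domain (1 uM in the protein solution; 300mM KCl, 50mM Tris-HCl, 1mM EDTA, 1mM DTT, pH 7.5) received compound, then a probe mix of 5 nM fluorescein-DNA and 100nM Texas-615-DNA. Fluorescence polarization was read for both dyes.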
Apoferritin bind: qHTS Assay for Identification of Novel General Anesthetics | AID 485281, 2010 | Ferritin light chain (Equus caballus), P02791 | actives 0.074% (n = 350,000) | Potency, µM (doses to about 77.5 µM), for the others: at the highest dose activity change, negative = displacement, hits mostly inhibitors | apoferritin/1-aminoanthracene competitive binding, fluorescence; also: potency is read from the fitted curve at half-maximal effect; % is scaled to controls: 0 for no effect and ±100 for the full control effect; nearly all actives have a fitted effect of over 20% in size
Target sequence (P02791 2-175 limits assumed): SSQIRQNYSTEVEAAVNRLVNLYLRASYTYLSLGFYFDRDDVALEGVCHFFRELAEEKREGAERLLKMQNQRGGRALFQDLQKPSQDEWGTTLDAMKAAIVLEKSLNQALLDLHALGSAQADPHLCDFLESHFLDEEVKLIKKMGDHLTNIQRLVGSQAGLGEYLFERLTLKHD
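10 uM apoferritin + 50% sat. 1-AMA, PBS; cpd 10 min RT; Ex380/Em535 endpoint; normalized to free probe vs complex; 4-param Hill fit; propofol titration as pos. ctrl.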
BLM helicase inh: qHTS Assay for Inhibitors of Bloom's syndrome helicase (BLM) | RecQ-like DNA helicase BLM (Homo sapiens), P54132 | Potency, µM (doses to about 56.1 µM), without a hit: at the top dose activity change, negative = inhibition, actives largely listed as inhibitors | recombinant BLM DNA unwinding, fluorescence dequenching | actives 0.2% (n = 350,000);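 also: potency is read from the fitted curve at half-maximal effect; plate controls were vehicle for no effect and no enzyme for full effect; nearly all actives have a fitted effect of over 35% in size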
ALOX12 inh: Primary qHTS assay for inhibitors of human arachidonate 12S-lipoxygenase (ALOX12): Round 2; Polyunsaturated fatty acid lipoxygenase ALOX12 (Homo sapiens), P18054; purified 12hLO, xylenol orange hydroperoxide absorbance; Potency, µM (top dose mostly 108 µM), for the others: at the top dose activity change, negative = inhibition, most hits filed as inhibitors; actives 1.1% (n = 580,000); AID 1671190, 2021; also: potency is read from the fitted curve at half-maximal effect; % is scaled to controls: 0 for no effect and ±100 for the full control effect
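Purified human 12hLO at 150 nM in 25 mM Hepes, 0.01% Triton X-100, pH 7.0, preincubated 15 min at room temperature with compound. Reaction started with 40 uM arachidonic acid, 30 min at room temperature. Hydroperoxide measured by Fe-xylenol orange, 573/405 nm absorbance ratio.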
* marks the source's active call; other numbers are inactive results; ? = inconclusive; . = not tested or not shown; & = joins results of further samples; [ ] = remark or other dose. Unless noted, calls follow the shape of the dose curve; as a rule, active = well fitted curve in the direction sought with a large enough effect; inconclusive = small, poorly fitted or top-dose-only effect, or another doubt; inactive = no such curve, though single readings can be large; an effect the other way counts as inactive or inconclusive. An excerpt. The share of hits here may be higher or lower than overall.

SMILES	APE1 inh	Pol kappa inh	Pol beta inh	TRHR ag	POLI inh	ERG Ets-DNA blk	Apoferritin bind	BLM helicase inh	ALOX12 inh
CCc1nn(CC(=O)NCCCc2ccccc2)c(=O)c2cc3c(OC)cccc3n12	-14%	0%&-10%	?	0.5&-0.5	38%&51%[activator]	2%&0%	5%&-3%	-7%&-10%	13%&-7%
CCn1nnnc1SCC(=O)N(C)C1CCS(=O)(=O)C1 (stereo not drawn)	-2%	4%	.	0.2	30%	11%	.	.	187%[activator]
CNC(=S)N1CCC(NC(=O)C23CC4CC(CC(C4)C2)C3)CC1	2%	-7%	18%	3.4	82%[activator]	-6%	-2%	-1%	-74%
CCOc1ccc(CCn2c3c(c(=O)[nH]c2=O)C(NC(=O)c2cccc(F)c2)(C(F)(F)F)C(=O)N3)cc1OCC (stereo not drawn)	.	-14%	4%	-3.4	-10%	0%	-16%	-3%	-20%
COCCn1c(SCC(=O)Nc2cc(C(C)(C)C)nn2-c2ccccc2)nc2ccccc2c1=O	7%	-9%	29%	0.2	-5%	7%	-5%	2%	3%
COc1nccnc1NS(=O)(=O)c1ccc(N/C=C2\CCCCC2=O)cc1	?	-26%	18%	0.0	1%	4%	-14%	-1%	3%
O=C(Nc1noc2ccccc12)c1c(F)cccc1F	.	-7%	5%	-0.2	39%[activator]	-2%	-9%	-2%	-24%
CCOc1ccc(S(=O)(=O)N2CCN=C2c2ccccc2)cc1	10%	-6%	14%	-1.5	14%	-10%	-8%	-2%	1%
C=CC[C@@H](CC(=O)OC(C)(C)C)C(=O)OC[C@@H]1CCCN1C(=O)[C@H](CC=C)CC(=O)NCCO	12%	2%	.	.	-5%	4%	.	.	-2%
COc1ccc(-c2cn(CCC(=O)NCc3ccc(C)cc3)c(-c3ccncc3)n2)cc1	-6%	-6%	25%	-1.7	-20%	2%	-21%	1%	7%
Cc1ccc(/C=N/NC(=O)c2ccc(Br)o2)s1	1%	-15%	9%	0.2	?	-11%	-11%	-2%	-5%
O=S(=O)(c1ccccc1)N1CN(c2ccc(F)cc2F)c2nc3ccccc3nc21	25%	-19%	.	.	28%	13%	.	.	-3%
CN(C)CCCN1C(=O)c2oc3ccc(Cl)cc3c(=O)c2C1c1cccnc1 (stereo not drawn)	-3%	-16%	1%	0.1	1%	-7%	-18%	-8%	?
N#CC1C=Cc2ccccc2N1C(=O)c1ccccc1 (stereo not drawn)	-3%	-1%	1%	0.0	13%	-8%	3%	-3%	21%
O=C(CNCc1ccccn1)Nc1ccc([N+](=O)[O-])cc1C(=O)Nc1ccccc1F	11%	-2%	-2%	-1.8	114%[activator]	1%	5%	-1%	-13%
Cc1ccccc1C(=O)Nc1ccnn1C1CCN(C(C)Cc2ccccc2F)CC1 (stereo not drawn)	20%	1%	0%	0.4	20%	12%	-8%	-1%	-4%
O=C(Nn1c(-c2ccccc2)nc2ccccc2c1=O)c1cccs1	-1%	-4%	0%	-0.2	2%	10%	-3%	-9%	3%
O=C(N/C=C/n1cnc2cc(C(F)(F)F)ccc21)c1ccccc1F	-6%	3%	8%	-0.3	5%	-3%	-9%	-3%	-6%
Cc1sc2nc(CN3CCCC3)nc(NCc3ccncc3)c2c1C	6%	2%	-2%	-1.2	9%	5%	-6%	0%	-4%
Cc1ccc(S(=O)(=O)N2CCN(C3CCC(c4ccccc4)CC3)CC2)cc1 (stereo not drawn)	-7%	.	2%	-0.4	.	.	-2%	-1%	.
CC(=O)c1ccc(NC(=O)Nc2cccc(Cl)c2)cc1	-8%	-16%	-11%	1.7	-8%	2%	-15%	-13%	19%
CN(CC(=O)Nc1ccc(OC(F)(F)F)cc1)C1CCCCC1	-3%	-16%	-2%	3.2	-18%	0%	-16%	-6%	41%[activator]
Cc1c(CCOC(=O)C23CC4CC(CC(C4)C2)C3)sc[n+]1CC#N	-2%	-2%	2%	0.4	76%[activator]	6%[15.4 µM]	-24%	2%	-30%
Cc1ccccc1-c1cc(-n2ccnc2)ncn1	2%	-5%[60.1 µM]	.	.	.	.	-4%	0%	?
Cc1onc(-c2c(Cl)cccc2Cl)c1NC(=O)NNc1c(Cl)cncc1Cl	0%	13%	0%	0.7	27%	2%	-4%	-2%	0%
O=c1cc(Nc2ccc3c(c2)OCCO3)[nH]c(=O)n1-c1ccc(Br)cc1	-4%	-2%	29%	0.5	?	.	4%	-12%	-9%
COc1cc(C(C#N)N2N=C(c3ccccc3)CC2c2ccccc2)ccc1O (stereo not drawn)	-2%	-13%	2%	0.5	13%	1%	?	0%	1%
COc1ccc(C2=NN(CC(=O)NCC(OC)OC)C(=O)CC2)cc1	-11%	-13%	50%	-0.2	17%	-3%	-9%	0%	0%
COC(=O)C1C(O)=C(C=Nc2ccccc2)C(=O)CC1(C)C (stereo not drawn)	-4%	3%	18%	0.0	37%[activator]	10%	-11%	-6%	-10%
CN(C)CCNC(=S)Nc1ccc(F)c(F)c1F	7%	-8%	10%	0.4	64%[activator]	-1%	-2%	-2%	-19%

Full records, looked up by structure:
`N#CC1C=Cc2ccccc2N1C(=O)c1ccccc1` (stereo not drawn) is entered as APE1 inh: -3%; Pol kappa inh: -1%; Pol beta inh: 1%; TRHR ag: 0.0; POLI inh: 13%; ERG Ets-DNA blk: -8%; Apoferritin bind: 3%; BLM helicase inh: -3%; ALOX12 inh: 21%
`O=C(N/C=C/n1cnc2cc(C(F)(F)F)ccc21)c1ccccc1F` is entered as APE1 inh: -6%; Pol kappa inh: 3%; Pol beta inh: 8%; TRHR ag: -0.3; POLI inh: 5%; ERG Ets-DNA blk: -3%; Apoferritin bind: -9%; BLM helicase inh: -3%; ALOX12 inh: -6%

Next section.
SMILES	APE1 inh	Pol kappa inh	Pol beta inh	TRHR ag	POLI inh	ERG Ets-DNA blk	Apoferritin bind	BLM helicase inh	ALOX12 inh
CCCCOc1ccc(C(C)NC(=O)CCS(=O)(=O)Cc2ccccc2F)cc1 (stereo not drawn)	-2%	-2%	20%	1.4	-18%	2%	4%	0%	5%
CCc1c(C)sc(NC(=S)NC(C)C2CCCO2)c1C(=O)OC (stereo not drawn)	2%	-18%	3%	0.9	60%[activator]	5%	113%[activator]	-15%	1%
O=C(CSc1nc2ccccc2s1)NC1CCCC1	-4%	-5%	-26%	-0.4	-6%[58.9 µM]	4%	-11%	-3%	157%[activator]
O=C(NCC12CC3CC(CC(C3)C1)C2)c1nc2ncccn2n1	-4%	-10%	3%	0.4	19%	-10%	-17%	-1%	-17%
Cc1ccc(NC(=O)Nc2cccnc2)cc1NC(=O)Nc1cccnc1	2%	5%	3%	-0.6	-6%	0%	-5%	-7%	0%
COc1ccc(N=Cc2c(O)n(-c3cccc(C)n3)c(=O)c3ccccc23)cc1	-4%	-23%	?	0.4	1%	-9%	-10%	-8%	?
COCCNC(=O)Cn1c(=O)n(CCCCCC(=O)Nc2ccccc2)c(=O)c2sccc21	2%	-7%&-7%	2%&5%	-0.5&-0.2	22%&6%	1%&1%	-2%&33%	-4%&3%	-13%&-5%
CCOC(=O)N1CCN(C(=O)CS(=O)Cc2nc(-c3ccc(C)cc3)oc2C)CC1 (stereo not drawn)	0%	1%	36%	-0.3	23%	-4%	-1%	0%	4%
O=S(=O)(c1ccc(Oc2ccc(-c3nnco3)cc2)nc1)N1CCC(Cc2ccccc2)CC1	-3%	-15%	?	1.3	-6%	-4%	-10%	-3%	-25%
CC(C)CN(CC(C)C)S(=O)(=O)N1CCC(C(=O)NC2CCCCCCC2)CC1	1%	-8%	4%	0.5	-19%	-7%	4%	-2%	19%
COc1ccccc1N1CCN(CC(O)COCCOc2ccc(Br)cc2)CC1 (stereo not drawn)	1%	-10%	22%	0.4	-2%	-3%	-2%	-1%	0%
O=C(COC(=O)C1(c2ccccc2)CC1)NNC(=O)c1ccccc1	12%	-3%	.	-0.3	16%	14%	.	.	11%
O=C(NCc1ccccc1)C1CCCN(S(=O)(=O)c2cccs2)C1 (stereo not drawn)	0%	-3%	-4%	-0.2	-8%	1%	-14%	-4%	2%
COc1ccccc1C/C(N)=N/OC(=O)c1ccc2c(c1)OCO2	-8%	-15%	1%	-0.3	-7%	5%	-5%	-4%	-1%
COCCn1nnnc1C(c1cccs1)N1CCN(c2cc(C)ccc2C)CC1 (stereo not drawn)	0%	-20%	1%	-1.0	-1%	.	-4%	-12%	?
Cc1ccc(C)c(OCCCC(=O)Nc2nccs2)c1	-1%	7%	25%	0.3	7%	4%	-5%	-2%	-8%
Cc1c(C(=O)Nc2ccccn2)oc2ccc(Br)cc12	6%	-11%	.	0.1	?	-6%	.	.	?
CC(=O)c1ccc(NC(=O)CSc2nnc3ccc(-c4ccc(F)cc4)nn23)cc1	.	-9%[60.1 µM]	0%	0.1	13%	-3%	-5%	-4%	-5%
CCCCCNCc1cccn1C	0%	-5%	-12%	-0.6	-7%	.	-6%	0%	26%
COc1ccc(S(=O)(=O)N2CCCCC2)cc1NC(=O)c1cc(C)on1	12%	-12%	?	-0.6	21%	16%	-13%	-6%	-3%
COC(=O)c1sccc1NC(=O)c1c(C)noc1C	-11%	0%	5%	-0.1	-6%	-5%	-4%	6%	20%

Single entries from above:
CC(=O)c1ccc(NC(=O)CSc2nnc3ccc(-c4ccc(F)cc4)nn23)cc1 in ERG Ets-DNA blk reads -3%
COC(=O)c1sccc1NC(=O)c1c(C)noc1C in Pol beta inh reads 5%
